Screens as filed in PubChem.
Coupling enz: inhibits coupling enzyme system, counter-screen for aldolase hits; coupling enzyme system counterscreen, AmpLite Red fluorescence; activity change, negative = inhibition, % at 58.2 µM, hits read low; actives 0.67% (n = 290,000); AID 2472; in the data active = activity change below about -30%; also: % is scaled to controls: 0 for no effect and ±100 for the full control effect
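Fluorescence at 525 nm excitation and 598 nm emission measured inhibition of the coupled detection system without aldolase. Compounds (at 57.5 uM final) were preincubated 10 min at room temperature with coupling enzyme reagent before a 20 min substrate/AmpLite Red step.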
Giardia killer: Giardia lamblia killing | Giardia lamblia trophozoite viability | activity change, % at 7.66 µM, hits read low | actives 0.15% (n = 340,000) | AID 540267; in the data active = activity change below about -80%; inconclusive = between about -30% and that limit;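 also: parasites exposed to compound for two days anaerobically before the ATP read; % is scaled to controls: 0 for no effect and ±100 for the full control effect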
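Trophozoite viability was measured as ATP-dependent luminescence, read 15-30 min after reagent addition. Before that, parasites at 100 cells/well were exposed to compounds for 48 h, anaerobically, at 37 deg C.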
TCR activator: activates T cell receptor signaling. Potency, µM (doses to about 9.22 µM), for inactives: at the highest dose activation of IL-2 secretion, actives largely listed as activators. 330,000 tested, under 10 active. AID 504894. primary human leukocytes, anti-CD3, IL-2 HTRF, 48 h; also: % of control where 0% means no effect
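Readout: HTRF IL-2, Eu-cryptate/d2 antibody pair, 320nm excitation, 665nm emission. Stimulus: a-CD3 beads, no co-stimulation. Cells: primary human leukocytes. Exposure: 48 hr with compound.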
GALK inh: galactokinase (human) inhibition; P51570; actives 0.007% (n = 270,000); Purified GALK, Kinase-Glo residual ATP luminescence; AID 1868; Potency, µM (titrated, usually from 57.5 µM), for the others: top-dose activity change, negative = inhibition, actives largely listed as inhibitors; also: potency is read from the fitted curve at half-maximal effect; % is scaled to controls: 0 for no effect and ±100 for the full control effect
Target sequence (P51570 whole entry, looked up): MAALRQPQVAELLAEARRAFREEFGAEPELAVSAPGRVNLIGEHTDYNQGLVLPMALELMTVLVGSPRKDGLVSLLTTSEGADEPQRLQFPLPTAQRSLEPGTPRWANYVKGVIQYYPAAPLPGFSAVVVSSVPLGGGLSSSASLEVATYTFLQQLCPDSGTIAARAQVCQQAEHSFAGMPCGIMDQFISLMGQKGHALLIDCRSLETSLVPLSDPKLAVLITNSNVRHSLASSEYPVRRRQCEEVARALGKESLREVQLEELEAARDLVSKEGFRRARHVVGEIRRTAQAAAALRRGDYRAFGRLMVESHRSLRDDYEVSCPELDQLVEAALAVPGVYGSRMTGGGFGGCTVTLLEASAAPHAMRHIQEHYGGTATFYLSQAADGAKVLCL
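Galactose (100 uM) and ATP (35 uM) were turned over by 5 nM GALK for 1 h at RT. Kinase-Glo Plus then converted the remaining ATP into a luminescent signal.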
Chronic BCR inh: blocks chronic active B-cell receptor signaling; actives 0.05% (n = 340,000); Potency, µM (series often up to 46.1 µM), for the others: at the top dose ratio change, negative = lower green/red ratio, usual class: inhibitors; ABC-DLBCL IkBa-CBG/CBR reporter, luminescence ratio, 4 h; active = well fitted inhibition curve with a large enough effect in the signal ratio, with a control signal flat, not every such curve was filed as active; inconclusive = small, poorly fitted or top-dose-only effect, or effect the other way, or a change in a side signal; the % refers to the signal ratio;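 also: potency is read from the fitted curve at half-maximal effect; plate controls were basal doxycycline-induced cells for no effect and cells given 10 µM MG132 for full effect; MG132 reads +100%, hits lower the ratio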
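TMD8 ABC-DLBCL cells carrying doxycycline-inducible green luciferase fused to IkappaBalpha plus unfused red luciferase were exposed to compounds (up to 46 uM) for 4 hrs at 37C. Activity came from the overlap-corrected green/red luminescence ratio.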
Tb PFK inh: blocks T. brucei phosphofructokinase | O15648 | T. brucei PFK, ADP-Glo luminescence | Potency, µM (top dose mostly 57.5 µM), for the others: at the top dose activity, negative = inhibition, hits mostly inhibitors | actives 0.17% (n = 330,000) | AID 485367;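 also: potency is read from the fitted curve at half-maximal effect; 0% = uninhibited 1x PFK enzyme wells and -100% = no-enzyme wells; nearly all actives have a fitted effect of over 60% in size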
Target sequence (O15648 whole entry, looked up): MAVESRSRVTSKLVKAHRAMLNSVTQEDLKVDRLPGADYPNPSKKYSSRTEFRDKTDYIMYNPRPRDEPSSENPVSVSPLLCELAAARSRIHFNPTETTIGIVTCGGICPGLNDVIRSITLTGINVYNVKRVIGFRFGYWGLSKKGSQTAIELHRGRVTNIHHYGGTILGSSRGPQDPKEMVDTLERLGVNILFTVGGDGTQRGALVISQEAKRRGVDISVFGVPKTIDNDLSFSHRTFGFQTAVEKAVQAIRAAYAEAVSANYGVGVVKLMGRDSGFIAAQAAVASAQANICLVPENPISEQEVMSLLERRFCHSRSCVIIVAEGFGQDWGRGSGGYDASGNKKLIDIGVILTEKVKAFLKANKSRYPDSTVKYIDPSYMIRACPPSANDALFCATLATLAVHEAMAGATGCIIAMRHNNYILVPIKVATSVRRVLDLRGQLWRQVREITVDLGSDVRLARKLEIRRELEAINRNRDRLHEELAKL
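PFK 1.25 nM, F6P 0.5 mM, ATP 0.1 mM, 0.1 M TEA pH 8.0, 5 mM MgCl2, 0.01% Tween20, 0.1% BSA; 45 min RT. ADP-Glo readout. qHTS titration up to 57 uM; curves fitted, compounds curve-classed.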
MLL CXXC-DNA inh: MLL CXXC-DNA interaction inhibition | Q03164 | MLL-CXXC / FITC-HOXA9 DNA fluorescence polarization | Potency, µM (highest dose often 115 µM), for inactives: at the top dose activity change, negative = inhibition, usual class: inhibitors | actives 0.037% (n = 290,000); active = well fitted inhibition curve with a large enough effect in the polarisation, with a control signal flat, not every such curve was filed as active; inconclusive = small, poorly fitted or top-dose-only effect, or effect the other way, or a change in a side signal; inactive = no such curve, though single readings can be large or run the other way; the % refers to the polarisation; also: potency is read from the fitted curve at half-maximal effect
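Purified MLL-CXXC (added from a 7 uM solution) was preincubated 5 min at ambient with pinned compounds in 50 mM Tris-HCl pH 7.5, 50 mM NaCl, 1 mM DTT, 0.05% BSA. Fluorescein-labeled HOX-A9 DNA (50 nM solution) followed, 30 min, then polarization read.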
AT treatment: potential ataxia-telangiectasia treatments restoring KAP-1 phosphorylation; […] A-T fibroblasts, KAP-1 phosphorylation AlphaLISA; neocarzinostatin DNA damage 30 min before lysis; Potency, µM (highest dose often 57.5 µM), inactives show at the highest dose activation, usual class: activators; actives 0.19% (n = 320,000); AID 485349; also: potency is read from the fitted curve at half-maximal effect; % of control where 0% means no effect; nearly all actives have a fitted effect of over 45% in size
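ATM-like activity read as KAP-1 phosphorylation via AlphaLISA donor/acceptor antibody pairs after lysis and 6 hr at 25C. Cells were ATM-null patient fibroblasts ([…], hTERT), dosed 60 min, then exposed to the DSB inducer NCS for 30 min.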
hERG WT inh: KCNH2 (human, wildtype) channel inhibition; AID 720551; U2OS, BacMam KCNH2, thallium flux FluxOr; stronger effect = lower value; activity change, % at 1.84 µM; actives 0.37% (n = 340,000);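 active = maximum activity change below -70%; inconclusive = maximum activity change between -70% and -50%; inactive = maximum activity change above -50%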; also: % is scaled to controls: 0 for no effect and ±100 for the full control effect
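U2OS cells were transduced with wild-type KCNH2 virus (2.03 x 10^8 / mL) for 4 h at room temperature, then cultured overnight at 37 C. Thallium flux was read with FluxOr dye. Rate constants were normalized to DMSO controls.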
TSHR antagonist: human thyrotropin receptor antagonism | actives 0.2% (n = 330,000) | AID 504810 | activity change, negative = inhibition, % at 11.5 µM | TSHR-expressing cells, TSH-stimulated cAMP HTRF, 2 h; stronger effect = lower value;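 active = activity change below a set negative limit, meaning inhibition stronger than a set level, cut at about -70% in these data; inconclusive = activity change between two set negative limits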; also: % is scaled to controls: 0 for no effect and ±100 for the full control effect
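Cell-based HTRF cAMP assay; TSHR cells + compound, TSH EC80 (4nM final), 2 h, 37 deg C. Lysis with anti-cAMP cryptate and cAMP-d2, 30 min RT, read 665/620 nm.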
Active calls of the source: *; u = inconclusive; x = not tested or not shown; [ ] = another dose, or the depositor's remark. Unless noted, calls follow the shape of the dose curve; as a rule, active = well fitted curve in the direction sought with a large enough effect; inconclusive = small, poorly fitted or top-dose-only effect, or another doubt; inactive = no such curve, though single readings can be large; an effect the other way counts as inactive or inconclusive.

Molecule	Coupling enz	Giardia killer	TCR activator	GALK inh	Chronic BCR inh	Tb PFK inh	MLL CXXC-DNA inh	AT treatment	hERG WT inh	TSHR antagonist
Cc1ccc(C)c(N(CC(=O)Nc2ccccc2C(=O)NCc2ccco2)S(=O)(=O)c2ccccc2)c1	-6	-21	0%[46.1 µM]	1%	u	3%	1%	0%	-12	7
CCOc1ccc(NC(=O)COC(=O)Cc2ccsc2)cc1	x	27	-2%	x	7%	0%	x	1%	-7	-5
Cc1ccc(S(=O)(=O)NC2CCCc3ccccc32)cc1C (stereo not given)	-1	8	2%	5%	u	-2%	-6%	x	0	-8
S=C(NCc1ccccc1)NNc1ccccc1	-4	-2	-4%	1%	u	-8%	14%	2%	-3	-9
COc1ccc(C(C(=O)NC2CCCC2)N(CC2CCCO2)C(=O)Cn2nnc(-c3ccc(C)o3)n2)cc1 (stereo not given)	0	-17	3%	-2%	2%	-4%	-3%	-15%	6	-8
CN(C(=O)c1ccc(F)cc1)c1ccc(OCC(=O)Nc2ccccc2C(=O)O)cc1	x	1	0%[46.1 µM]	x	u	4%	x	40%	8	-2
Oc1ccc(CCc2n[nH]c(=S)n2-c2ccc(F)cc2)cc1	5	-11	-1%	x	-3%	1%	-3%	-2%	0	2
Cc1ccc(C)c(NNC(=O)C(=O)NNc2cc(C)ccc2C)c1	1	8	-5%	0%	-2%	2%	7%	-1%	-6	7
CC(=O)c1ccc(OCCCC(=O)Nc2ccc3c(c2)OCCO3)cc1	x	3	0%	x	-2%	-8%	x	-3%	5	10
O=C(NCC1CCCO1)C(c1cccs1)N(Cc1cccs1)C(=O)c1ccc(-c2ccccc2)[nH]1 (stereo not given)	2	-2	1%	1%	u	-7%	7%	-4%	-8	-10
Cc1cc(NC(=O)COC(=O)C2=NN(c3ccccc3)C(=O)CC2)c([N+](=O)[O-])cc1C	x	-13	x	x	4%	0%	x	7%	-6	x
Cc1cccc(N2CCN(C(=O)Cc3c(C(=O)O)[nH]c4ccc(Cl)cc34)CC2)c1C	6	-1	-108%	3%	1%	2%	-1%	8%	10	-14
CC(C)n1c(N2CCN(C(=O)c3cccs3)CC2)nc2ccccc21	0	7	5%	-4%	4%	-1%	7%	0%	2	-9
CSc1nc(=S)n(-c2ccccc2)c(C)c1C(C)=O	0	-8	-3%	0%	-1%	-1%	18%	-4%	-2	-3
CCC(C)(C(=O)NC1CCCCC1)N(Cc1ccco1)C(=O)c1ccccn1 (stereo not given)	2	9	4%	1%	6%	4%	-1%	2%	-2	-4
O=C(CCCCCl)Nc1c2c(nc3ccccc13)CCC2	0	-4	3%	1%	-1%	-2%	0%	-3%	3	11
Cc1ccc(CNC(=O)c2ccccc2CCc2ccccc2)cc1	1	9	0%	0%	14%	-5%	7%	6%	-4	-2
CCCCNC(=O)C1CCC(CNc2c(N3CCC(C)CC3)c(=O)c2=O)CC1 (stereo not given)	0	3	8%	x	u	0%	9%	-2%	2	3
COc1ccccc1N(CC(=O)N(c1ccccc1)C(C)C)S(=O)(=O)c1cccs1	-1	-3	-2%	14%	u	-5%	3%	3%	-13	6
COc1ccc(CCNC(=O)C(=O)NCC2CCNCC2)cc1OC	1	25	-4%	-1%	0%	1%	-10%	-11%	2	-3
COc1ccc(-c2nc(C#N)c(N3CCC(C(N)=O)CC3)o2)cc1OC	-1	-2	6%	-2%	0%	5%	7%	5%	4	13
Cc1noc(C)c1S(=O)(=O)N1CCN(Cc2ccc3c(c2)OCO3)CC1	1	20	7%	-2%	-7%	-2%	-3%	9%	0	-1
COc1ccccc1N1CCN(C(=O)CSc2nc3ccccc3nc2N2CCC(C)CC2)CC1	-2	8	0%	9%	9%	-3%	6%	6%	-7	18
CC(C)(CO)NC12CC3CC(CC(C3)C1)C2	0	-13	1%	11%	-2%	4%	19%	0%	-4	0
Cc1ccc(N2CC(C(=O)OCC(=O)Nc3cccc(Cl)c3C)CC2=O)cc1 (stereo not given)	x	-7	-2%	x	4%	0%	x	-8%	-14	-12
CCOC(=O)COc1cc(-n2c(=S)[nH]c3cc(OC)c(OC)cc3c2=O)c(Cl)cc1Cl	-12	-18	-2%	-1%	u	-1%	3%	-5%	4	-17
COC(=O)C(Cc1c[nH]c2ccccc12)NC(=O)C(C)C (stereo not given)	x	14	2%	-3%	-14%	1%	9%	0%	0	-6
Cc1n(CC(=O)c2ccc(F)cc2)c2ccccc2[n+]1C	1	-1	0%	-2%	2%	0%	1%	u	3	10
CN(c1ccc(C(=O)O)cc1)S(=O)(=O)c1ccc(Cl)cc1	5	-2	0%	0%	10%	18%	4%	2%	-10	-1
O=c1c2ccccc2nnn1Cc1ccccn1	-1	-27	0%	-3%	-1%	-3%	-3%	-1%	9	-7

Nothing new here: 8 of the compounds above.
Molecule	Coupling enz	Giardia killer	TCR activator	GALK inh	Chronic BCR inh	Tb PFK inh	MLL CXXC-DNA inh	AT treatment	hERG WT inh	TSHR antagonist
Cc1ccc(C)c(N(CC(=O)Nc2ccccc2C(=O)NCc2ccco2)S(=O)(=O)c2ccccc2)c1	-6	-21	0%[46.1 µM]	1%	u	3%	1%	0%	-12	7
CCOc1ccc(NC(=O)COC(=O)Cc2ccsc2)cc1	x	27	-2%	x	7%	0%	x	1%	-7	-5
Cc1ccc(S(=O)(=O)NC2CCCc3ccccc32)cc1C (stereo not given)	-1	8	2%	5%	u	-2%	-6%	x	0	-8
S=C(NCc1ccccc1)NNc1ccccc1	-4	-2	-4%	1%	u	-8%	14%	2%	-3	-9
COc1ccc(C(C(=O)NC2CCCC2)N(CC2CCCO2)C(=O)Cn2nnc(-c3ccc(C)o3)n2)cc1 (stereo not given)	0	-17	3%	-2%	2%	-4%	-3%	-15%	6	-8
CN(C(=O)c1ccc(F)cc1)c1ccc(OCC(=O)Nc2ccccc2C(=O)O)cc1	x	1	0%[46.1 µM]	x	u	4%	x	40%	8	-2
Oc1ccc(CCc2n[nH]c(=S)n2-c2ccc(F)cc2)cc1	5	-11	-1%	x	-3%	1%	-3%	-2%	0	2
Cc1ccc(C)c(NNC(=O)C(=O)NNc2cc(C)ccc2C)c1	1	8	-5%	0%	-2%	2%	7%	-1%	-6	7

Remaining list, next part:
Molecule	Coupling enz	Giardia killer	TCR activator	GALK inh	Chronic BCR inh	Tb PFK inh	MLL CXXC-DNA inh	AT treatment	hERG WT inh	TSHR antagonist
CC1CCN(S(=O)(=O)c2ccc(C(=O)NCc3cccnc3)cc2)CC1	0	-15	-8%	1%	5%	-2%	-1%	-2%	-263*	-7
CC(=O)n1cc([C@@H]2C=C(C(=O)Nc3ccccc3)O[C@H](OCc3ccc(CO)cc3)C2)c2ccccc21	-4	-12	-5%	-3%	u	-2%	-5%	13%	0	-13
Nc1ccccc1C(=O)N(Cc1ccccc1)Cc1ccccc1	1	-8	1%[46.1 µM]	-2%	1%	3%	-3%	7%	2	12
CC(Sc1nnc(N)s1)c1ccccc1Cl (stereo not given)	-2	-27	-8%	3%	4%	1%	-2%	11%	5	u
Nn1c(COc2ccccc2)nnc1SC(F)F	3	-1	x	0%	-4%	-8%	7%	1%	38	-7
COc1ccccc1N(Cc1cc(=O)[nH]c2ccccc12)C(C)=O	6	9	3%	2%	-7%	2%	-1%	-7%	-11	-6
c1ccc(CNc2c3c(nc4ncnn24)CCCC3)nc1	0	-15	-4%	1%	0%	1%	3%	1%	1	1
CCc1nc2oc3ccccc3c(=O)c2c(=O)n1-c1ccccc1	-1	12	-1%	-2%	u	0%	-4%	1%	-9	-7
COc1ccc(COC(=O)c2sc3nc4n(c(=O)c3c2C)CCC4)cc1	x	-17	8%	x	u	0%	x	0%	-2	-10
CCOC(=O)c1cccc(NC(=O)C2CCCN2S(=O)(=O)c2cccc3cccnc23)c1 (stereo not given)	0	-7	-5%	3%	u	-8%	-3%	0%	-9	-1
Cc1cccc(NC(=O)c2ccc(CN3CCc4ccccc4C3)cc2)c1C	-2	-11	2%	-1%	-1%	-1%	9%	10%	-9	-27
O=C(CN1CCN(c2ccccn2)CC1)Nc1ccc(F)cc1	-3	12	5%	1%	0%	-23%	5%	4%	20	3
COc1ccc(CS(=O)(=O)c2ncn[nH]2)cc1	4	-11	-5%	1%	3%	5%	9%	-3%	0	-11
